Assay outcomes (PubChem)
Cneo AK release: Cryptococcus neoformans lysis via adenylate kinase release; C. neoformans lysis, adenylate kinase release luminescence, 4 h; normalised: neutral wells 0, clomiphene wells 100; lysis activity, % at 15 µM; 360,000 tested, 0.2% active;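 active = mean lysis activity across replicates of at least 80%, whatever share of replicates individually reach that level; inactive = mean lysis activity below 80%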
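Signal: Adenylate kinase release luminescence | Assay system: Log-phase Cryptococcus neoformans yeast cells | Input: Cells at 5 × 10^6 per mL | Buffer or medium: Fresh YPD growth medium | Compound: Single dose | Schedule: Static 4 h at 37 °C with compound, 1 h detection | Controls: Clomiphene | Read-out: Luminescence rise reflecting yeast cell lysis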
C2C12 statin: protects C2C12 myotubes from simvastatin toxicity. ATP luminescence, 48 h; scaled: DMSO 0, geranylgeraniol control 100. 330,000 tested, 0.78% active. AID 602340. rescue of ATP level, % at 7.49 µM;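 active = mean ATP rescue above about 67%, or every replicate alone reaching that limit, limit read from the data, passing the limit was not always enough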;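 also: myotubes were challenged with 10 µM simvastatin during compound exposure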
INS-1E GSIS act: GLuc luminescence reporter in INS-1E cells, primary screen for activators of glucose-dependent secretion of insulin | INS-1E GLuc reporter insulin secretion, 2-3 h | 370,000 tested, 0.61% active | activation, % at 16.6 µM | AID 743287;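 active = lowest replicate activation of at least 40%, so every replicate reaches that level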;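 also: 0% = median of neutral control wells and 100% = median of IBMX positive control wells; some compounds called inactive have numbers as strong as hits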
miR122 inh: blocks miR-122 activity in Huh7 sensor cells; Huh7 miR-122 Renilla luciferase sensor, 48 h; neutral wells = 0, positive control = 100; activation (reporter increase), % at 12.5 µM; 340,000 tested, 0.3% active; AID 602342;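 active = mean replicate activation score at least 90 and every replicate individually at or above 90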;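 also: higher luciferase means less miR-122 activity so hits act as miR-122 inhibitors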
FN deposition inh: fibronectin deposition inhibition; AH1F fibroblasts, Alexa488-fibronectin deposition fluorescence, overnight; inhibition, % at 12.6 µM; 350,000 tested, 0.086% active;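 active = mean inhibition across replicates of 30% or more, regardless of how many single replicates reach that level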;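 also: positive control wells lacked labelled fibronectin entirely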
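test system = AH1F fibroblasts assembling fluorescent fibronectin matrix | quantity = 10000 AH1F cells per well | buffer or medium = DMEM plus 2% serum, read in PBS | doses = single dose, pinned | incubation = 1 h cell attachment, overnight exposure to compound and label | detection = fluorescence at 485 nm excitation, 525 nm emission | read-out basis = inhibition from reduced deposited-fibronectin fluorescence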
PglD inh: inhibitors of Campylobacter jejuni PglD acetyltransferase; 360,000 tested, 0.098% active; inhibition, % at 12.5 µM; purified PglD enzyme, DTNB colorimetric CoA detection; AID 602405; in the data active = inhibition above about 16%, passing the limit was not always enough; also: strong numbers were not always called active
PGC1a acetyl inh: PGC1a acetylation modulation, inhibitor mode; U2OS PGC1a acetylation, AlphaScreen anti-acetyl-lysine; with virally co-expressed GCN5 acetyltransferase; 350,000 tested, 0.17% active; inhibition, % at 15.6 µM;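 active = every replicate shows inhibition of at least 40%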;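 also: 0% = neutral control wells and 100% = positive control wells; some results beyond the cut were filed as inactive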
CFTR F508del cor: correctors of CFTR F508del function in bronchial epithelial cells | 350,000 tested, 0.36% active | activity (quench increase), % at 7.58 µM | CFBE cells, YFP halide quenching; stimulated with forskolin plus potentiator P3; % fluorescence drop versus neutral controls;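 active = mean added fluorescence quench of at least 8% versus neutral control, with both replicates also reaching 8%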;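 also: cells transiently co-express mutant CFTR-F508del with the halide-sensitive YFP; corrector assay measuring rescue of mutant channel to the surface after 24 h compound exposure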
* = called active by the depositor; nt = not tested or not shown; & = joins results of further samples; [ ] = remark or other dose.

SMILES	Cneo AK release	C2C12 statin	INS-1E GSIS act	miR122 inh	FN deposition inh	PglD inh	PGC1a acetyl inh	CFTR F508del cor
O=C(/C=N/O)Nc1ccccc1C(=O)O	-1	1	nt	-7	-14	6	nt	nt
COc1ccccc1N1CCN(c2nc(N)c(C#N)c(CC#N)c2C#N)CC1	-3	8	nt	-6	nt	-3	-3	nt
CCOc1ccccc1NS(=O)(=O)c1ccc(Br)s1	-1	5	-45	22	nt	5	nt	-1.9
c1ccc(-n2ncc3c(N4CCCC4)ncnc32)cc1	-1	-5	nt	-3	-6	-1	14	nt
O=S(=O)(NCc1ccccc1)c1ccc(Cl)c(S(=O)(=O)NCc2ccccc2)c1	-1	nt	nt	106*	nt	-3	2	nt
CN(c1ccccc1)S(=O)(=O)c1cccc(NC(=O)c2ccc3ncsc3c2)c1	1	4	-10	9	-8	-9	-4	1.9
CN(CC(=O)Nc1ccc(F)cc1)C(=O)Cn1cnc2ccc(Cl)cc2c1=O	-2	-1	nt	nt	1	4	nt	0.0
COc1ccc(OC(=O)CCCN2C(=O)c3ccccc3C2=O)cc1	nt	10	12	-1	2	nt	-1	nt
CC(=O)c1nn(-c2cccc(C(F)(F)F)c2)c(=O)[nH]c1=O	1	-20	-44	nt	-8	5	nt	-1.7
CCN(CC)c1ccc(NC(=O)Nc2ccccc2)cc1	-4	-80	5	6	-1	4	5	-0.3
C[C@H]1CN([C@@H](C)CO)S(=O)(=O)c2ccc(-c3ccc(F)cc3)cc2O[C@H]1CN(C)Cc1ccccc1C(=O)O	50	7	2	3[16.7 µM]	-4	-3	1	1.2
CCOC(=O)c1ccc(Nc2nc(C)cc(C)c2C#N)cc1	-1	0	0	3	1	3	2	nt
C[C@@H]1CN([C@H](C)CO)C(=O)c2cccc(N(C)C)c2O[C@H]1CN(C)Cc1ccc(Oc2ccccc2)cc1	-2	-31	-9	-2[16.7 µM]	-3	-2	-14	1.9
Cn1c(N2CCC(C(N)=O)CC2)nc2c1c(=O)n(Cc1ccc(Cl)cc1)c(=O)n2C	-7	13	-10	7	nt	-4	nt	nt
COCC(=O)NC[C@H]1N[C@H](CO)[C@H]1c1ccc(C2=CCCC2)cc1	97*	13	0	7[16.7 µM]	-4	0	6	1.0
Cn1c(=O)cc(OCCCC(=O)N2CCN(c3ccccc3)CC2)c2ccccc21	-3	8	nt	-2	14	4	-6	nt
CCN(CC)S(=O)(=O)c1ccc(-c2cn3ccc(C)cc3n2)cc1	-1	-44	3	-4	-13	-6	nt	-2.1
CCOc1cc(/C=C2\C(=O)N(c3cccc(C(F)(F)F)c3)C(=O)c3ccccc32)ccc1O	-2	-3	-23	-5	-3	7	-11	nt
COCC#Cc1cnc2c(c1)C(=O)N([C@H](C)CO)C[C@H](C)[C@@H](CN(C)Cc1ccc(F)cc1)O2	6	30	3	-5[16.7 µM]	-3	-2	0	-1.5
O=C(CSc1nnc(CNC(=O)c2c(F)cccc2F)o1)NCc1ccccc1	-1	nt	-3	-11	0	0	4	0.0

Just miR122 inh (four entries from above):
canonical_smiles | miR122 inh
C[C@H]1CN([C@@H](C)CO)S(=O)(=O)c2ccc(-c3ccc(F)cc3)cc2O[C@H]1CN(C)Cc1ccccc1C(=O)O | 3[16.7 µM]
COc1ccc(OC(=O)CCCN2C(=O)c3ccccc3C2=O)cc1 | -1
CCN(CC)S(=O)(=O)c1ccc(-c2cn3ccc(C)cc3n2)cc1 | -4
CCOc1cc(/C=C2\C(=O)N(c3cccc(C(F)(F)F)c3)C(=O)c3ccccc32)ccc1O | -5

The results go on.
SMILES	Cneo AK release	C2C12 statin	INS-1E GSIS act	miR122 inh	FN deposition inh	PglD inh	PGC1a acetyl inh	CFTR F508del cor
C[C@@H]1CN([C@@H](C)CO)S(=O)(=O)c2ccc(-c3ccccc3)cc2O[C@@H]1CN(C)C(=O)C1CC1	nt	11	-12	-4[16.7 µM]	-10	nt	-5	-1.9
N#C[C@@H]1[C@H](c2ccccc2-c2ccccc2)[C@@H](CO)N1C(=O)Cc1cccnc1	nt	nt	17	nt	-10	nt	6	-0.5
N#C/C(=C/c1cn(-c2ccccc2)nc1-c1cccc(S(=O)(=O)N2CCCC2)c1)C(=O)NCc1ccco1	-1	-7	-1	0	-5	-3	2	nt
Cc1ccc(S(=O)(=O)NCCC(=O)NC2CCCCC2)cc1	-1	-3	10	6	4	5	8	1.6
CCO[C@H]1OC(C(=O)N2CCN(Cc3ccccc3)CC2)=C[C@@H](c2cn(C(C)=O)c3ccccc23)[C@@H]1CCCO	0	-1	-19	nt	11	-1	nt	0.0
CCCCNc1nc(-c2ccccc2)nc(-n2ccnc2)n1	0	-15	nt	1	nt	-1	3	nt
C[C@@H]1CCCCO[C@H](CN(C)C(=O)CCC(F)(F)F)[C@@H](C)CN([C@@H](C)CO)C(=O)c2cc(NC(=O)CCCN(C)C)ccc2O1	0	nt	22	-2[16.7 µM]	1	1	9	0.4
Fc1ccccc1CNc1nc(-c2cccnc2)nc2ccccc12	-1	-66	-32	-4	10	1	nt	3.1
COc1cc(-c2nc(-c3ccc(NC(=O)c4ccc5c(c4)OCO5)cc3)no2)cc(OC)c1OC	0	nt	nt	0	-45	5	-13	nt
Cn1c(N)c(N2CCCCC2)c(=O)n(CC(=O)Nc2cccc(C#N)c2)c1=O	-5	1	nt	-4	-2	8	-3	-2.7
CN(C)c1ccc(C=c2c3ccccc3n3c2c2c([n+]3C)CCCC2)cc1	nt	-150	-45	-17	-4	nt	-5	2.2
COc1ccc(C(=O)c2ccccc2Cl)cc1OC	nt	0	60	1	4	nt	-4	4.7
C=CCCC(=O)Nc1nc(C)c(-c2csc(Nc3cccc(OC)c3)n2)s1	1	-29	-4	4	10	-4	12	2.7
CN1c2ccc(-c3ccccc3)cc2[C@H]2[C@H](CCN2C(=O)c2ccc3c(c2)OCO3)[C@H]1CO	-10	51	-15	73[16.7 µM]	-4	2	-14	-1.0
Cc1c(CN2CCC(n3nccc3NC(=O)c3cccc(F)c3)CC2)cnn1C	-1	2	nt	nt	-7	-2	nt	0.0
COc1ccc(CNC(=O)CN(C(=O)CCC(=O)Nc2nccs2)c2cccc(C)c2)cc1	-6	0	-4	0	-1	17	-4	-1.8
Cc1snc(SCC(=O)c2ccc([N+](=O)[O-])cc2)c1C#N	nt	nt	10	nt	3	nt	6	-3.7
CCNCc1cc([N+](=O)[O-])ccc1OCC	nt	-5	-6	-6	2	nt	nt	-1.0
CC(C)CC#Cc1ccc2c(c1)O[C@@H](CN(C)C(=O)C1CC1)[C@H](C)CN([C@H](C)CO)S2(=O)=O	nt	-39	-14	8[16.7 µM]	8	nt	-12	0.2
COc1ccc(NC(=O)COC(=O)Cc2ccsc2)c(OC)c1	0	-1	nt	2	2	0	1	-2.9
C=CCN1C=C2C(=O)C(C)(OC(=O)c3cccs3)C(=O)C=C2C=C1CCCC(=O)OC (stereo unspecified)	1	-1	3	nt	-1	-2	nt	0.6
COc1ccc([C@H]2/C=C\CN(C(=O)c3ccc(C)cc3)[C@@H](C)C(=O)N2Cc2ccc(F)cc2)cc1	-1	-16	-10	-3	-3	3	-10	3.9
C/C(=N/NC(=O)c1ccoc1C)c1ccc(NC(=O)c2ccncc2)cc1	-1	-34	5	6	7	-3	5	0.0
O=C(COC(=O)CCC(=O)c1ccccc1)Nc1nnc(-c2ccccc2)o1	2	12	-5	nt	4	-3	nt	-3.0
OCC1CCCN(C(=S)NCCc2ccccc2)C1 (stereo unspecified)	0	nt	nt	-7	8	-1	4	nt
Cc1nn(CCCC(=O)N2CCN(c3ccc(F)cc3)CC2)c(C)c1[N+](=O)[O-]	-1	-20	-16	-7	-4	-2	2	0.0
COc1ccc(-c2csc(C(O)(c3ccccc3)C(F)(F)F)n2)cn1 (stereo unspecified)	4	3	-32	4	6	-1	-4	-1.0
CC(C(=O)N1CCCC1)N(c1ccccc1)S(C)(=O)=O (stereo unspecified)	-2	3	2	-1	-7	3	-25	0.7
O=C(NCc1ccc(F)cc1)c1cccnc1	1	-2	-7	4	-8	-2	8	2.0
COc1ccc(C(=O)CC(=O)C(=O)Nc2ccccc2)cc1	0	12	16	nt	3	1	nt	0.6
Cc1cccc(NC(=O)CSCC(=O)Nc2nnc(C3CC3)s2)c1	0	nt	nt	-4	8	1	3	-2.8
C[C@@H]1CN([C@@H](C)CO)C(=O)c2cc(C#CC3CCCCC3)cnc2O[C@H]1CN(C)Cc1cncnc1	1	17	-1	3[16.7 µM]	7	1	-2	0.8
CC(=O)Nc1ccc(S(=O)(=O)NCCC(=O)OCC(=O)NCc2ccccc2)cc1	-1	-1	5	-5	0	0	3	-9.0
COc1ccc(C(=O)COC(=O)/C=C/c2ccccc2)cc1	-2	-2	8	-4	0	0	3	-1.9
CC1CC(C)CN(C(=O)COC(=O)c2cncc(Br)c2)C1 (stereo unspecified)	0	7	-2	nt	10	-5	nt	0.7
COc1cc(/C=C2\SC(=S)N(CC(=O)Nc3ccc(O)cc3)C2=O)cc(OC)c1OC	nt	-1	-5	-14	-13	nt	-1	0.5
O=C(NCc1cc(Cl)cc(Cl)c1)c1csc([C@@H]2C[C@H](O)[C@@H](CO)O2)n1	-1	10	-1	-8	nt	-3	nt	3.1
CCCOc1ccc(N2C(=O)CC(N(O)c3ccccc3)C2=O)cc1 (stereo unspecified)	-1	-6	nt	-12	-8	-2	-10	nt
Cc1cc(NC(=O)NN2CCOCC2)nn1-c1c(Cl)cc(Cl)cc1Cl	nt	4	nt	nt	-2	nt	4	-1.5
CCC(=O)Nc1nnc(S(=O)(=O)N(CC)c2ccc(Cl)cc2)s1	7	-6	-23	-10	nt	-7	1	2.0

Compound profiles, as listed above. Values in the order: Cneo AK release, C2C12 statin, INS-1E GSIS act, miR122 inh, FN deposition inh, PglD inh, PGC1a acetyl inh, CFTR F508del cor
Shown for `O=C(NCc1ccc(F)cc1)c1cccnc1` : 1, -2, -7, 4, -8, -2, 8, 2.0
Shown for `CC(=O)Nc1ccc(S(=O)(=O)NCCC(=O)OCC(=O)NCc2ccccc2)cc1` : -1, -1, 5, -5, 0, 0, 3, -9.0

Other results follow:
SMILES	Cneo AK release	C2C12 statin	INS-1E GSIS act	miR122 inh	FN deposition inh	PglD inh	PGC1a acetyl inh	CFTR F508del cor
COc1cccc(C(=O)N(Cc2ccc(N(C)C)cc2)C2CCS(=O)(=O)C2)c1 (stereo unspecified)	-1	12	nt	-20	-8	1	7	nt
C[C@H](CO)N1C[C@H](C)[C@@H](CN(C)Cc2cccnc2)Oc2cc(Br)ccc2S1(=O)=O	-4&44	-5&-18	-20	7[16.7 µM]	-8	2&-2	4&5	3.0&0.3
CCOc1cc(CNC(=O)CN2C(=O)c3ccccc3S2(=O)=O)ccc1OC	-3	13	-4	4	-2	1	-10	nt
O=C(CSc1ccccc1)Nc1cccc(NC(=O)c2ccco2)c1	1	10	-2	11	nt	-2	2	-1.1
Cc1cc(=O)oc2ccc(OC(=O)c3cccc(S(=O)(=O)N4CCOCC4)c3)cc12	-2	5	23	nt	nt	1	nt	nt
COc1ccccc1C(=O)Nc1ccc2c(c1)C(=O)N(C)C[C@@H](OC)[C@@H](C)CN[C@@H](C)CO2	-1	42	16	-9[16.7 µM]	8	2	0	-1.7
OCC12COC(c3ccccc3)N1C(c1ccccc1)OC2 (stereo unspecified)	-1	0	nt	3	nt	-9	-8	nt
Cc1ccccc1NC(=O)Nc1nc(C2CCC(=O)N2)cs1 (stereo unspecified)	3	-2	9	nt	5	9	-8	-1.5
